# sEH activator: increases human soluble epoxide hydrolase activity; purified human sEH enzymatic activity, activator screen; activation, % at 2 µM; hit rate 0.04% among 91,000; AID 717; in the data active = activation above about 37%; also: values of inactives mirror those of a sister screen read the other way
# Smad3 FoxH1 inh: inhibitors of human Smad3 transcription factor binding | P84022 | TR-FRET Smad3/Dy647-FoxH1 peptide binding, europium anti-His | inhibition, % at 25 µM | hit rate 0.29% among 88,000;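 active = compounds that reduce the energy-transfer binding signal between the protein and its labelled peptide by more than half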;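 also: 0% = Smad3 plus labelled peptide maximal FRET and 100% = peptide-only background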
# Target sequence (P84022 whole entry, looked up): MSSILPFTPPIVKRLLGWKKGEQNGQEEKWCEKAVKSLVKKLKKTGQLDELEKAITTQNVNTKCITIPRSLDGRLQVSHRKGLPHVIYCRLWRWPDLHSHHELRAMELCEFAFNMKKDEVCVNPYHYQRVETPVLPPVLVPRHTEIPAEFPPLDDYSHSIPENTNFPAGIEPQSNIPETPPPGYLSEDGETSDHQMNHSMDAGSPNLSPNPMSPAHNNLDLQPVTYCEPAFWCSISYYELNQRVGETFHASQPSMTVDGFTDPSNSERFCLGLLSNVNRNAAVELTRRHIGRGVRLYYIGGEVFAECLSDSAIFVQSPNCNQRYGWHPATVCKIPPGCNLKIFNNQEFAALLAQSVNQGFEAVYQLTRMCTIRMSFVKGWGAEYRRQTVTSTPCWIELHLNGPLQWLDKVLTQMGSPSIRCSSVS
# Candida biofilm: kills Candida albicans biofilms | hit rate 0.14% among 85,000 | inhibition, % at 6 µM | C. albicans biofilm + clotrimazole, Alamar Blue;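 active = inhibition above 20%; inactive = inhibition below 20%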;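 also: preformed 24 hr biofilms exposed to compound for 48 hr; 0% = biofilm without compound and 100% = blank killed by clotrimazole plus chlorhexidine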
# ERb coact inh: ER-beta (human) coactivator binding inhibition; Q92731; TR-FRET ER-beta LBD / SRC1-Cy5 peptide binding; receptor agonist-loaded with 1 µM estradiol; inhibition, % at 25.6 µM; hit rate 1.3% among 86,000;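 active = compounds whose percent inhibition of the receptor-coactivator binding signal exceeds about 50% in the single-dose screen, limit read from the data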;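 also: 0% = receptor plus peptide wells without compound and 100% = peptide-only wells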
# ERa coact pot: ER-alpha (human) coactivator binding potentiation; coactivator binding (% of control), % at 25.6 µM; hit rate 1.3% among 86,000; AID 639; TR-FRET ERalpha-LBD/SRC-Cy5 coactivator binding, 2 h; 100 = basal binding, no effect; in the data active = activity above about 200%;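 also: binding measured in presence of low estradiol as agonist stimulus; 0% = peptide alone without receptor and 100% = receptor with peptide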
# Target sequence (P03372 whole entry, looked up, the tested form may be a part): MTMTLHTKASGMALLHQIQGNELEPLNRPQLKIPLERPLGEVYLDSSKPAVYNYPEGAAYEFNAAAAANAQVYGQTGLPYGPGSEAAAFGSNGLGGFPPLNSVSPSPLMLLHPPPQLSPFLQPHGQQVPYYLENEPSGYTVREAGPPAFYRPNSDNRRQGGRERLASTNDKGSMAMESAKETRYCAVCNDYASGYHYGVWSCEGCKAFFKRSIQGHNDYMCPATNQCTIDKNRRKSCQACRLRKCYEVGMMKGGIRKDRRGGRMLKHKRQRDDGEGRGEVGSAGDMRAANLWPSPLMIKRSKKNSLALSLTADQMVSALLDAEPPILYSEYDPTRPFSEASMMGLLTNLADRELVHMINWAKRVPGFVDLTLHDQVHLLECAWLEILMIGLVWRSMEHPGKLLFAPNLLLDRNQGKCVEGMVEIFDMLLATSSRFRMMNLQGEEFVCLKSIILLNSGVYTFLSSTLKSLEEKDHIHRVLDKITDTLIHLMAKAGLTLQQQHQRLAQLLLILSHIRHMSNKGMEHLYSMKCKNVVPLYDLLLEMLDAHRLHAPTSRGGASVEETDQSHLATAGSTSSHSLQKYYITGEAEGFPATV
# MT1-MMP txn act: MT1-MMP promoter transcription activation; HT1080 MT1-MMP promoter luciferase reporter, luminescence, overnight; active compounds read high; activation factor at 10 µM; hit rate 0.16% among 86,000; AID 750;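 active = activation factor of at least 2 for MT1-MMP transcription at 10 µM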
# CD11b adhes enh: CD11b/CD18-fibrinogen binding enhancement. P05107+P11215. K562 CD11b/CD18 adhesion to fibrinogen, ATPlite luminescence. activation, % at 10 µM. hit rate 0.07% among 93,000. AID 1499;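 active = 10 µM primary screen giving 50% or more activity, confirmed by 40% or more on retest at that dose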; also: strong numbers were not always called active; reference of the scale not given here
# sEH inh: blocks human soluble epoxide hydrolase activity; hit rate 0.34% among 91,000; AID 707; inhibition, % at 2 µM; recombinant human sEH enzymatic activity assay; P34913; in the data active = inhibition above about 80%; also: values of inactives mirror those of a sister screen read the other way; many of its hits are not listed in these tables
# Mac1 fbg inh: blocks human CD11b/CD18 adhesion to fibrinogen; AID 1497; inhibition, % at 10 µM; hit rate 0.54% among 93,000; K562 CD11b/CD18 adhesion to fibrinogen, ATPlite luminescence; Mn2+ added to activate the integrin;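 active = primary inhibition of 50% or more at 10 µM, then 40% or more on retest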; also: some results filed as inactive read as strong as hits
# Active calls of the source: *; . = no result given; [ ] = another dose, or the depositor's remark. A portion of the library; the hit share may differ from the screen's.
SMILES,sEH activator,Smad3 FoxH1 inh,Candida biofilm,ERb coact inh,ERa coact pot,MT1-MMP txn act,CD11b adhes enh,sEH inh,Mac1 fbg inh
Cc1ccc(-n2c(O)c(C=NCCN3CCOCC3)c(=O)[nH]c2=O)cc1,3,0,6,-13,114,1.2,1,-1,-1
O=C1NCN(c2ccccc2)C12CCNCC2,14,7,-5,-5,92,1.1,-2,-14,-5
CCN(CC)CCCN=Cc1c(O)n(Cc2ccc(F)cc2)c(=O)[nH]c1=O,1,-7,4,11,103[fluorescence artefact?],1.3,-1,-2,-12
COc1ccccc1N1CCN(Cc2cc(C)c(C)cc2O)CC1,-30,.,.,.,.,.,-4,31,7
O=C(c1ccco1)c1cn(Cc2ccc(Cl)cc2)c2ccccc12,18,8,2,-10,89,1.3,-2,-23,-14
CSc1nnc(C2CCNCC2)n1C,2,-10,2,2,114,1.2,0,-1,-6
COc1cccc(N2C(=O)CC(=O)NC2=O)c1,.,8,9,7[fluorescence artefact?],116[fluorescence artefact?],1.1,-5,.,-11
O=c1c2ccccc2nc(CSc2ncnc3nc[nH]c23)n1-c1ccccc1Cl,-3,-1,-2,30,49[fluorescence artefact?],1,.,5,.
CC1(C)CC(=O)C(C=NCCN2CCN(C(=O)Cc3ccc(Cl)cc3)CC2)=C(O)C1,2,-15,-6,2,108,0.9,-5,-2,32
Cc1cccc(CN(C)C)c1OC(=O)N(C)C,.,2,5,9[fluorescence artefact?],105,1.2,8,.,-21
CCOC(=O)C(O)(c1ccc(NC(=O)NC2CCCCC2)cc1)C(F)(F)F (stereo unspecified),-95,3,5,-9,96,.,1,95*,-10
Cc1cc(OC(=O)CCNC(=O)OC(C)(C)C)c2c3c(c(=O)oc2c1)CCC3,-2,4,5,-6,96,1.2,-3,4,-1
CC1CCN(S(=O)(=O)c2ccc(NN=C(C#N)C#N)cc2)CC1,-12,.,.,.,.,.,-9,14,98*
c1ccc2c(CNC3CCCCCC3)c[nH]c2c1,1,-9,8,-16,92,1.3,-4,-2,1
O=c1c2ccccc2nc(-c2ccco2)n1-c1ccccn1,-3,1,5,-1[fluorescence artefact?],127[fluorescence artefact?],1.2,-3,2,2
CCCS(=O)(=O)N1CCC(C(=O)N2CCC3(CC2)OCCO3)CC1,.,-2,6,0,122,1.2,-1,.,-8
O=c1c2ccccc2nc(-c2cccs2)n1-c1cnccn1,-1,10,3,34[fluorescence artefact?],89,1.2,-2,2,2
COc1ccc(C2SCC(=O)Nc3c2c(=O)[nH]n3C2CCCCCC2)cc1 (stereo unspecified),-7,8,9,9[fluorescence artefact?],113,1.1,-2,6,-22
C=CCn1c(O)c(C(C)=Nc2ccc(N(C)C)cc2)c(=O)[nH]c1=O,9,8,4,7,108,1.2,0,-11,-3
Cc1cccc(N2C(=O)/C(=C/c3ccc(CN(CCC#N)S(C)(=O)=O)o3)C(=O)NC2=S)c1,-14,.,.,.,.,.,0,15,-6
Cn1c(O)c(C=NCCCC(=O)O)c(=O)n(C)c1=O,-15,8,-1,6,91,1.2,-2,12,1
O=C(COc1ccc2ccccc2c1)N1CCN(CC2CC3C=CC2C3)CC1 (stereo unspecified),16,25[fluorescence artefact?],8,-4[fluorescence artefact?],105,1.2,.,-18,.
O=C(c1ccncc1)C12CN3CN(CN(C3)C1)C2,30,14,1,0[fluorescence artefact?],132,1.1,-1,-30,-15
Cc1sc2nc(COC(=O)Cc3ccccc3)[nH]c(=O)c2c1C,-20,-9,3,-10,99[fluorescence artefact?],1,-2,18,-7
COc1ccc(OC)c(CN2CCN(C(=O)COc3cccc(C)c3)CC2)c1,10,16,-1,0,102,1.1,-2,-10,-8
# Later entries.
SMILES,sEH activator,Smad3 FoxH1 inh,Candida biofilm,ERb coact inh,ERa coact pot,MT1-MMP txn act,CD11b adhes enh,sEH inh,Mac1 fbg inh
Cc1ccc(OCC(=O)NCCN2CCN(C(=O)COc3ccc(C)cc3)CC2)cc1,8,-2,5,-7,109,1,5,-9,-12
O=C1CSC2N1CCNC21CCCCC1 (stereo unspecified),4,7,5,1,104,1,-3,-3,-5
CCCC(=O)c1c(O)[nH]c(=O)[nH]c1=O,3,13,4,2,122[fluorescence artefact?],1,1,-1,-14
CCOC(=O)c1ccc(N2C(=O)CC(N3CC=C(c4ccc(F)cc4)CC3)C2=O)cc1 (stereo unspecified),6,13,4,-13,92,1.2,6,-6,-17
c1ccc(C2NCc3ccccc3-n3cccc32)cc1 (stereo unspecified),-1,-5,5,-4[fluorescence artefact?],102,1.1,-2,0,-1
NC(=O)CSc1nnc([C@@H](N)Cc2c[nH]c3ccccc23)o1,-7,.,.,.,.,.,3,8,-10
CCCCn1c(O)c(C=NCCCn2ccnc2)c(=O)[nH]c1=O,6,5,5,5,98,1,-2,-5,6
COCCCNC(=O)c1c(NC(=O)c2ccccc2Cl)n(Cc2ccccc2)c2nc3ccccc3nc12,12,-5,5,7[fluorescence artefact?],188[fluorescence artefact?],1.1,7,-11,-18
CCCCSC1=NN1c1nc(N)nc(C)c1CC,0,-3,6,-12,103,1.1,-2,0,-3
CNC(C(=O)c1ccccc1)C(OC)c1ccccc1 (stereo unspecified),-10,4,-5,-3,130,1.1,0,10,19
C=CCn1c(O)c(C(CC)=NC(C)c2ccccc2)c(=O)[nH]c1=O (stereo unspecified),.,4,7,-3[fluorescence artefact?],102,1.4,.,.,.
O=C1NC(=O)C(CCc2ccncc2)(Cc2ccc3c(c2)OCO3)C(=O)N1CCc1ccccc1 (stereo unspecified),-6,-35,6,-1,100,1,-4,4,8
N[C@@H](Cc1c[nH]c2ccccc12)c1nnc(SCc2ccccc2F)o1,-1,2,5,0,109,1.2,-1,0,13
COc1cccc(OC)c1C(=O)Nc1nc(N)n(-c2ccccc2)n1,-4,-15,8,17,93,1.1,1,4,3
O=P(N1CCCCC1)(N1CCCCC1)C(Cl)(Cl)Cl,3,11,3,-3,97,1.2,6,-3,-14
CCn1c(C)c(C(=O)O)c2cc(OC)ccc21,-1,-1,6,-2,109,1.2,11,0,-20
CC(=NCc1cccnc1)c1c(O)n(Cc2ccccc2)c(=O)[nH]c1=O,-9,-4,4,-5,110,1.1,.,8,.
COc1ccc(CCNCc2ccc(OC)c(OC)c2OC)cc1,7,0,6,1,86,1.4,0,-7,-42
COc1nc(NC(C)C)nc(NC(C)C)n1,12,15,0,-1,111,0.9,6,-16,-25
CN(C)CCN=Cc1c(O)n(-c2cccc3ccccc23)c(=O)[nH]c1=O,-8,.,.,.,.,1.1,-3,10,-32
CCn1ncc(/C=C2/CC3C4CC=C5CC(O)CCC5(C)C4CCC3(C)C2=O)c1C (stereo unspecified),-15,-421,4,7[fluorescence artefact?],542*[fluorescence artefact?],1.3,.,18,.
Cc1ccc(C(=O)C2CN3CCC2CC3)cc1 (stereo unspecified),6,-3,6,-4,98,1.2,-1,-4,0
Cc1ccc2c(c1)CC1(CN2C)C(=O)NC(=O)N(C(C)C)C1=O (stereo unspecified),-3,-4,-7,-7,96,1.3,3,6,6
CCOC(=O)N(CC)c1ccc(C(O)(C(=O)OC)C(F)(F)F)cc1 (stereo unspecified),9,15,8,-6,108,1.2,-2,-9,-9
CN(C)CCN=Cc1c(O)n(CCC2=CCCCC2)c(=O)[nH]c1=O,-7,3,7,8,95,1,-2,7,-1

# One compound at a time, from the list above. Values in the order: sEH activator, Smad3 FoxH1 inh, Candida biofilm, ERb coact inh, ERa coact pot, MT1-MMP txn act, CD11b adhes enh, sEH inh, Mac1 fbg inh
# `CCn1ncc(/C=C2/CC3C4CC=C5CC(O)CCC5(C)C4CCC3(C)C2=O)c1C` (stereo unspecified) reads -15, -421, 4, 7[fluorescence artefact?], 542*[fluorescence artefact?], 1.3, ., 18, .
# `CCCC(=O)c1c(O)[nH]c(=O)[nH]c1=O` reads 3, 13, 4, 2, 122[fluorescence artefact?], 1, 1, -1, -14
# `Cc1ccc2c(c1)CC1(CN2C)C(=O)NC(=O)N(C(C)C)C1=O` (stereo unspecified) reads -3, -4, -7, -7, 96, 1.3, 3, 6, 6
# `O=C(c1ccncc1)C12CN3CN(CN(C3)C1)C2` reads 30, 14, 1, 0[fluorescence artefact?], 132, 1.1, -1, -30, -15
# `COc1ccccc1N1CCN(Cc2cc(C)c(C)cc2O)CC1` reads -30, ., ., ., ., ., -4, 31, 7

# Later entries
SMILES,sEH activator,Smad3 FoxH1 inh,Candida biofilm,ERb coact inh,ERa coact pot,MT1-MMP txn act,CD11b adhes enh,sEH inh,Mac1 fbg inh
Clc1ccccc1CN1CCN(c2ccccc2)CC1,4,13,7,-1,87,1,-2,-4,-3
O=C1C2CCCN2C(c2cccnc2)N1c1ccc(Cl)cc1 (stereo unspecified),.,1,5,4,112,1.2,-7,.,8
CCn1cc(C(=O)c2ccccc2)c2ccccc21,7,7,2,-4[fluorescence artefact?],102,1.1,-2,-7,-3
C=C(C)c1cccc(C(C)(C)NC(=O)NC2CN3CCC2CC3)c1 (stereo unspecified),.,16[fluorescence artefact?],2,-1,90[fluorescence artefact?],1.3,-1,.,-20
CCOC(=O)C(=O)NC1CCSC1=O (stereo unspecified),-11,1,0,-9,109,.,-2,13,-3
Cn1c2ccccc2c2c(C(=O)N3CCC4(CC3)OCCO4)cn(C3CCCC3)c(=O)c21,-16,3,11,7,88,.,-2,16,-46
CC1=C(C(=O)N2CCC3(CC2)OCCO3)C2(CCC(C)CC2)OC1=O (stereo unspecified),-2,4,9,-8,101,1.2,.,0,.
CC(NCc1ccc(Cl)c(Cl)c1)C(O)c1ccccc1 (stereo unspecified),-5,.,.,.,.,.,-3,8,9
CC(=NCCN1CCCCC1)c1c(O)[nH]c(=O)[nH]c1=O,0,1,3,-6[fluorescence artefact?],118,1.1,5,-2,-17
CCCS(=O)(=O)N1CCCC(C(=O)N2CCC3(CC2)OCCO3)C1 (stereo unspecified),-6,-7,6,15[fluorescence artefact?],107,1.2,-2,4,-6
CCOC(=O)CC1=C(C(=O)OCC)C2(C(=O)N1CC(=O)OC)C(C#N)=C(N)Oc1ccccc12 (stereo unspecified),-2,-5,6,-2,98,1.1,.,1,.
O=C(Nc1ccc2c(c1)OCO2)c1cn(Cc2ccc(F)cc2)nn1,-3,-3,4,8,105[fluorescence artefact?],1.5,-3,4,1
CC12CCCCC1N(O)CN2O (stereo unspecified),-31,9,-1,-3,91,1.1,-2,30,2
Cc1cccn2c(=O)c3cc(C(=O)N4CCC5(CC4)OCCO5)n(C)c3nc12,-4,3,-3,-4,106,0.6,.,4,.
C=Cn1ccnc1P(=S)(c1nccn1C=C)C1CCCCC1,1,12,8,-18[fluorescence artefact?],105,1.1,.,0,.
CN(C)c1ccc(NC(=O)CN2C(=O)CN=C(c3ccccc3)c3cc(Cl)ccc32)cc1,12,6,7,37,52[fluorescence artefact?],.,2,-14,-8
Cc1c(NC(=O)C(C)OC(=O)Cc2ccccc2)c(=O)n(-c2ccccc2)n1C (stereo unspecified),-4,.,.,.,.,.,3,5,9
CC1CCC(C(=O)NC(C(=O)N2CCC3(CC2)OCCO3)C(C)C)CC1 (stereo unspecified),0,-4[fluorescence artefact?],6,-3,124,1.4,-3,-4,-22
Cc1c(/C=C2/CC3C4CC=C5CC(O)CCC5(C)C4CCC3(C)C2=O)cnn1C (stereo unspecified),-10,-10,4,-8,114,1.2,.,13,.
O=C(COc1ccc2ccccc2c1)N1CCN(C2CCN(Cc3ccccc3)CC2)CC1,-5,-4,4,4,96,1,6,7,-5
Cc1nn(C)c(C)c1P(=S)(c1c(C)nn(C)c1C)N(C)C,13,4,8,-1,92,1.2,-5,-13,-7
CC(=NCCCN1CCOCC1)c1c(O)[nH]c(=O)[nH]c1=O,12,9,6,-13[fluorescence artefact?],123,1,-1,-10,-5
COCc1c(CN)cnc(C)c1N,21,-1,7,-7,105,1.1,-2,-24,-4
